NTR1 ag: agonists of NTR1, primary screen, imaging, U2OS cells, beta-arrestin-GFP, high content (AID 493036). P30989. NTR1-U2OS beta-arrestin-GFP spot imaging, agonist mode. activation, % at 20 µM. actives 0.17% (n = 330,000);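 active = activation at or above 40% of the spot to cytoplasm intensity ratio, with at least 20 cells analyzed; inconclusive = wells under 20 cells, flagged as cytotoxic or low count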;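 note: 0% = DMSO without peptide and 100% = 100 nM NTR1 peptide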
Target sequence (P30989 whole entry, looked up): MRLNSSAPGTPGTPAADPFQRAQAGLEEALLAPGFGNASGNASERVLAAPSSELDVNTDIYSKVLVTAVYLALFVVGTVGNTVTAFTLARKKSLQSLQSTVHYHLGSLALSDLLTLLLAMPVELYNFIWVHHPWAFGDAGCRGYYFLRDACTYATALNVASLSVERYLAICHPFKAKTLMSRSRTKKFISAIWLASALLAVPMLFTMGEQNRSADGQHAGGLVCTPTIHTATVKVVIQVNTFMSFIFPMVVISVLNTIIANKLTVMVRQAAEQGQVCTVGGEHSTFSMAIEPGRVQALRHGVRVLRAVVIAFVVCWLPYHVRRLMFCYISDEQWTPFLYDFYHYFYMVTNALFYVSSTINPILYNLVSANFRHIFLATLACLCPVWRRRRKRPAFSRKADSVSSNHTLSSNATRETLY
T cell HTS: modulates CD8 T cell binding to vesicles; 2C CD8+ T cell-vesicle binding, flow cytometry; hits give low values; calls only at 7 µM; actives 0.068% (n = 330,000); AID 2052;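 active = response, share of CD8 T cells binding vesicles, and their 90th percentile fluorescence all below set limits, cut at about 80% in these data, passing the limit was not always enough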
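Benchmarks: naked versus QL9-loaded vesicles / Assay system: purified 2C TCR transgenic mouse naive CD8+ T cells / Technique: high-throughput flow cytometry with anti-B7-1 and anti-CD8 staining / Timing: Cell–vesicle co-incubation 1.5 h at 37 °C, staining 20 min on ice / Read-out: percent CD8+ FL2 mean versus row control / Probe or stimulus: QL9-loaded Drosophila micro-vesicles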
RSV antiviral HEp-2: RSV antiviral activity via CPE protection, HEp-2 cells, primary 10 µM value included (AID 2391); actives 0.13% (n = 310,000); HEp-2 cells, RSV-induced CPE inhibition; higher % means a stronger effect; CPE inhibition, % at 10 µM, or IC50 in µM where a hit was titrated; in the data active = a potency from the dose series; inconclusive = CPE inhibition mostly from about 23% at the one dose, without a potency; inactive = the rest, 99 in 100 with CPE inhibition below about 21%; note: strong numbers were not always called active
K1F lysis inhibition: inhibition of K1F phage lysis, E. coli UTI89, bacterial capsule biogenesis inhibitors, alamar blue (AID 488966). E. coli UTI89 K1F phage lysis, alamar blue, 2 h; higher % means a stronger effect. actives 0.02% (n = 340,000). inhibition, % at 100 µM; hits with a dose series show IC50 in µM;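 active = phage lysis inhibition, versus mean bacterial control, above a set limit; inconclusive = no clear call, values can overlap the other calls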;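 note: capsule biogenesis inhibitors block K1F phage lysis so surviving cells raise fluorescence; higher fluorescence means more inhibition of phage lysis; actives were called in the ten point dose series up to 300 µM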
TNAP activators: stimulation of alkaline phosphatase TNAP activity – biochemical, luminescent, no phosphate acceptor, uHTS, primary screen (AID 1001); purified TNAP, luminescent activation assay, no phosphate acceptor; higher activation fold means a stronger effect; activation fold at 20 µM, or EC50 in µM where a hit was titrated; actives 0.03% (n = 200,000); in the data active = activation fold from about 3, or a potency from the dose series; inactive = the rest, 99 in 100 with activation fold below about 1.6; note: many of its hits are not listed in these tables
Myeloid diff MLP: myeloid differentiation induction | calls only at 10 µM | actives 1% (n = 360,000) | AID 624256 | ER-HoxA9 myeloid progenitors, lysozyme-GFP differentiation, flow cytometry;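 active = normalized GFP-positive differentiation at or above the plate's own cutoff, the solvent-only control mean plus 3 SD; inconclusive = no clear call, values can overlap the other calls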;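 note: cells exposed to compound for four days before flow analysis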
PhoP inhibition: PhoP-dependent GFP reporter repression – Salmonella Typhimurium, primary screen (AID 1863); S. Typhimurium PhoP-regulated promoter GFP reporter, 4 h; higher % means a stronger effect; one-dose inhibition, % at 50 µM; IC50 in µM for titrated hits; actives 0.16% (n = 300,000);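 active = inhibition over 29.93%, a cutoff 3 SD above the screen mean, later confirmed by dose response; inconclusive = inhibition over 29.93% but no dose response follow-up; inactive = inhibition at most 29.93% or unconfirmed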;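 note: 0% = low Mg2+ inducing control and 100% = high Mg2+ repressing control; strong numbers were not always called active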
Large T inhibition: SV40 large T antigen inhibitors, biochemical (AID 1903) | actives 0.39% (n = 310,000) | one-dose inhibition, % at 20 µM; IC50 in µM for titrated hits | SV40 large T antigen ATPase/helicase inhibition assay; higher % means a stronger effect; in the data active = a potency from the dose series; inconclusive = inhibition mostly from about 32% at the one dose, without a potency; inactive = the rest, 99 in 100 with inhibition below about 32%; note: strong numbers were not always called active
Rac1 GTP hydrolysis: MgcRacGAP GTPase-activating activity inhibitors, confirmation, biochemical, ADP Hunter fluorescence | MgcRacGAP-stimulated Rac1 GTP hydrolysis, ADP Hunter fluorescence; higher % means a stronger effect; GST-tagged Rac1 F28L mutant substrate | inhibition, % at 30 µM; hits with a dose series show IC50 in µM | AID 624330 | actives 0.6% (n = 340,000);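 active = first-screen hits whose inhibition reached a set limit at any dose in the follow-up dose series; inconclusive = inhibition above the set first-screen limit but never retested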;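 note: fluorescence reports GDP produced by GAP-driven GTP hydrolysis; strong numbers were not always called active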
T cell HTS vesicle-bound %: further read-out of T cell HTS, marked with its call; double positive events, %; measured here: CD8+ vesicle-bound cell fraction;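 binding gate set so that unloaded-vesicle control wells show 10% double positive cells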
NTR1 ag cell count 20 µM: further read-out of NTR1 ag, marked with its call; cell count; measured here: cell count, cytotoxicity flag
Myeloid diff MLP GFP+ MAC1+ %: recorded beside Myeloid diff MLP, whose call it bears; GFP+ MAC1+ double positive, %; measured here: differentiation confirmed by MAC1 staining
The depositor's hits bear a star; i = inactive; ? = inconclusive; · = no result given; [ ] = remark or other dose. Hits appear at their usual frequency, and some 2.3% of all compounds hit somewhere here.

SMILES	NTR1 ag	NTR1 ag cell count 20 µM	T cell HTS	T cell HTS vesicle-bound %	RSV antiviral HEp-2	K1F lysis inhibition	TNAP activators	Myeloid diff MLP	Myeloid diff MLP GFP+ MAC1+ %	PhoP inhibition	Large T inhibition	Rac1 GTP hydrolysis
CCCSC(=S)NC1CCS(=O)(=O)C1 (stereo not given)	0.3	63	i	27.9	1.3%	-1.3%[50 µM]	0.7	i	1.5	16.0%	1.3%	-3.6%
O=C(COC(=O)c1n[nH]c2ccccc12)Nc1ccccc1	5.9	63	i	29.1	3.0%	1.7%	0.6	i	0.4	4.3%	5.8%	4.0%
CSCCC(NC(=O)COc1ccccc1)C(=O)Nc1ccc(C)cc1 (stereo not given)	1.1	31	i	62.4	2.2%	0.0%	1.1	i	0.3	7.0%	2.8%	8.6%
CC(=O)Nc1ccc(N2CCN(c3ccc(C(F)(F)F)cn3)CC2)nc1	2.3	63	i	16.5	12.4%	0.1%	·	i	0.7	12.8%	2.1%	8.2%
COC(=O)[C@@]1(Cc2ccc(OC)cc2)[C@H]2c3cc(C(=O)N4CCCC4)n(Cc4c(CO)[nH]cc(C)c4=O)c3C[C@H]2CN1C(=O)c1ccccc1	2.0	48	i	44.8	1.6%	·	·	·	·	·	5.0%	·
CCC1CCCCN1CC(=O)Nc1cc(C)nn1-c1nc(C)cc(C)n1 (stereo not given)	2.4	34	i	40.5	0.3%	3.4%	1	i	2.3	7.2%	10.9%	4.9%
Cc1ccc(OC(=O)c2oc3ccc(F)cc3c2C)c(C)c1	5.1	45	i	28.1	1.2%	4.5%	1	?	·	2.9%	5.0%	-6.9%
COc1ccc(CCNC(=O)C2CCN(C(=O)c3cccc(Cl)c3)CC2)cc1OC	-0.8	71	i	53.2	-0.1%	0.3%	·	i	0.4	5.1%	12.9%	7.3%
Nc1n[nH]c(C2CC2)c1N=Nc1ccc(Cl)c(Cl)c1	19.6	62	i	61.2	54.2%	·	·	i	0.6	3.0%	13.2%	·
O=C(NCc1ccc(Cl)cc1)C1CCC(CNc2c(N3CCCC3)c(=O)c2=O)CC1 (stereo not given)	0.2	71	i	16.7	-1.6%	0.9%[50 µM]	·	i	0.4	2.4%	10.4%	0.7%
COc1ccc2oc(=O)c(/C(C)=N/Nc3nc(-c4cc(C)ccc4C)cs3)cc2c1	-2.3	61	i	54.1	0.8%	-1.3%	0.8	i	0.5	-0.6%	16.5%	7.7%
O=C(c1ccc(Cl)cc1)n1cnc2ccccc21	2.9	57	i	61.4	0.8%	0.9%	·	i	0.4	-10.7%	10.9%	-18.0%
Cc1ccc(OCc2nnc(SCC(=O)N3CCc4ccccc43)n2C)cc1	0.4	67	i	32.1	0.3%	0.3%	·	i	1.6	·	·	-4.3%
COc1ccc(/C=C(\NC(=O)c2cccs2)C(=O)NC(C)(C)C)cc1OC	0.0	81	i	46.3	0.6%	1.3%[50 µM]	·	i	0.5	1.9%	4.2%	2.5%
CC(CNC(=O)C(C)(C)C)NC(=O)C(C)(C)C (stereo not given)	0.7	64	i	30.8	0.3%	0.1%	1.1	i	0.3	-1.9%	3.0%	2.6%
Cc1ccc(S(=O)(=O)N(C)C)cc1[N+](=O)[O-]	-2.8	48	i	27.6	2.2%	0.5%[50 µM]	·	i	1.1	-7.6%	0.8%	12.8%
O=C(NCc1cccnc1)c1ccc(S(=O)(=O)N2CCOCC2)cc1	-1.5	50	i	24.8	0.2%	1.1%[50 µM]	1.1	i	6.3	-2.9%	-1.7%	8.0%
C/C(=C\c1ccccc1)C(=O)Nc1cc(C)on1	-1.1	70	i	23.3	1.9%	-2.5%	1.1	i	0.2	-8.1%	2.7%	2.1%
NCCCC[C@@H](C(=O)N1CCNCC1)n1cc(CN)nn1	-1.7	53	i	33.7	0.2%	0.8%	·	i	0.7	·	5.5%	14.1%
CCC(=O)NC(=S)Nc1cc(C(=O)O)ccc1OC	-1.0	38	i	20.2	2.4%	1.4%	1.1	i	0.0	-0.1%	3.6%	0.8%
CCCOc1ccc(-c2nc(N3CCN(CC)CC3)c3ccccc3n2)cc1	1.6	100	i	19.7	?	1.0%[50 µM]	·	i	0.6	-1.8%	8.2%	6.7%
CCCCCC(=O)NC(=S)Nc1ccc(Br)cc1C	0.5	59	i	28.2	-0.3%	4.8%	1	i	0.6	-3.9%	5.0%	4.2%
COc1ccc(-n2c(Cc3cccn3C)nnc2SCC(=O)Nc2cccc(NC(C)=O)c2)cc1	-0.6	82	i	50.9	0.9%	-1.4%	1.2	i	0.1	-5.6%	-3.3%	3.8%
C#CCOCCOCCOCCNc1nc(N2CCOCC2)nc(N2CCN(C(=O)[C@H]([C@@H](C)CC)n3cc(CCCN=C(N)N)nn3)CC2)n1	-3.1	53	i	28.1	-1.4%	1.5%	1.1	i	1.2	3.4%	-1.6%	1.0%
CC1CCCCC1Nc1ncnc2sccc12 (stereo not given)	2.2	59	i	34.4	2.8%	-0.1%	·	?	·	0.1%	4.9%	-0.6%
SMILES	NTR1 ag	NTR1 ag cell count 20 µM	T cell HTS	T cell HTS vesicle-bound %	RSV antiviral HEp-2	K1F lysis inhibition	TNAP activators	Myeloid diff MLP	Myeloid diff MLP GFP+ MAC1+ %	PhoP inhibition	Large T inhibition	Rac1 GTP hydrolysis
COC(=O)c1cccc(NC(=O)C2COc3ccccc3O2)c1 (stereo not given)	-4.8	84	i	30.9	0.4%	2.0%	1.1	i	0.8	0.4%	3.6%	1.0%
COc1ccc(S(=O)(=O)N(C)C[C@H]2Oc3ccc(NC(=O)CCC(F)(F)F)cc3C(=O)N([C@H](C)CO)C[C@@H]2C)cc1	-0.5	58	i	0.0	·	0.1%	·	i	4.3	·	·	4.3%
COc1ccc(Cl)cc1NC(=O)c1cc(-c2ccccc2)on1	0.6	64	i	17.1	1.5%	0.3%	·	i	0.6	-14.9%	-1.8%	11.0%
Cc1cccc(-c2nc(CC(=O)Nc3cccc(S(=O)(=O)NC4=NCCC4)c3)cs2)c1	-1.6	60	i	33.6	0.7%	0.4%[50 µM]	·	i	1.3	·	·	3.3%
CCN1C(=O)/C(=C\c2ccco2)C(C(=O)OC)=C1C	1.4	89	i	59.1	0.3%	0.0%	1	i	0.8	14.6%	8.2%	14.2%
Cc1cc(Br)ccc1OCC(=O)N(Cc1nc(-c2ccccc2)no1)C(C)C	8.5	56	i	34.9	18.4%	0.4%	1.1	i	0.8	-4.1%	16.6%	4.2%
N#C/C(=C\c1cn(CCOc2ccccc2F)c2ccccc12)C(=O)NCc1cccs1	1.6	60	i	46.0	0.7%	0.1%	1.2	i	0.3	-18.1%	-2.6%	3.4%
O=C1CCC(=O)N1OCCOc1ccc(Cl)c2ccccc12	-0.6	61	i	31.8	1.0%	0.2%	1.1	i	0.7	0.1%	9.5%	9.9%
Cc1cc(C)c(C)c(S(=O)(=O)N2CCCN(C)CC2)c1C	0.1	53	i	18.1	1.1%	0.2%	·	i	0.2	8.4%	4.5%	4.7%
CC(C)(O)c1[nH]c2ccc(C(F)(F)F)cc2c1C(C)(C)O	-1.2	74	i	12.9	2.0%	0.1%	·	i	1.6	3.3%	3.4%	2.7%
Cc1ccc(S(=O)(=O)Cn2nnnc2C(C(C)C)N2CCSCC2)cc1 (stereo not given)	-0.1	47	i	61.2	1.4%	-0.3%	1.1	i	8.4	-13.0%	3.5%	-0.3%
CCOc1ccccc1C1C(C#N)=C(N)Oc2cc(C)n(C)c(=O)c21 (stereo not given)	0.6	75	i	6.8	1.5%	-0.8%	1.1	i	6.1	-2.4%	10.7%	-2.8%
CSc1ncc(CN2CCc3c([nH]c4ccccc34)C2c2cccc(C)n2)cn1 (stereo not given)	-0.1	65	i	13.0	4.8%	0.4%	·	i	0.6	-4.1%	18.2%	3.3%
COc1ccc2c(c1)NC(c1ccc(N(C)C)cc1)c1cccn1-2 (stereo not given)	0.2	43	i	26.6	·	-2.7%	·	i	0.7	-0.1%	10.5%	-6.9%
CCOC(=O)C1=C(C)NC(=O)NC1c1ccc(Cl)cc1Cl (stereo not given)	1.7	60	i	28.5	1.3%	1.7%	1.1	i	1.5	8.9%	4.2%	3.6%
NS(=O)(=O)c1cccc(NC(=O)COC(=O)c2ccccc2SCC(=O)N2CCCC2)c1	0.3	48	i	35.4	·	-5.8%	·	i	1.5	·	·	5.8%
Cc1ccc(NC(=O)COc2ccccc2C#N)cc1S(=O)(=O)N1CCCCCC1	10.2	73	i	42.3	12.2%	0.5%[50 µM]	·	i	1.0	·	·	3.8%
Cc1csc(NC(=O)CSc2nnc(-c3ccoc3C)o2)n1	-1.1	91	i	47.6	0.4%	0.2%	1	i	0.9	6.0%	6.6%	0.9%
COc1ccc2c(c1)CCCC21NC(=O)N(CC(=O)c2cc(F)ccc2F)C1=O (stereo not given)	0.1	83	i	4.4	0.9%	0.3%[50 µM]	·	i	0.9	·	·	4.6%
O=C(CN1CCOc2ccccc21)N1CCN(c2cccc(Cl)c2)CC1	3.2	52	i	37.9	1.0%	5.2%	·	i	1.0	·	·	2.4%
Cn1c(=O)n(C)c2cc(/C=N/NC(=O)c3ccncc3)ccc21	2.7	54	i	53.5	-0.2%	·	1.1	·	·	0.3%	5.1%	·
CC1CC(=O)Nc2ccccc2N1C(=O)COc1ccc2cc(Br)ccc2c1 (stereo not given)	1.5	64	i	38.2	2.5%	0.1%[50 µM]	·	i	0.5	·	·	22.0%
CC(=O)Nc1cc(-c2nn3c(C)nnc3s2)ccc1C	-2.2	65	i	54.3	0.0%	5.5%	1.2	i	1.9	1.1%	-0.2%	2.6%
Cc1cc(C)c(S(=O)(=O)c2cccc(Br)c2C)c(=O)[nH]1	0.4	96	i	49.4	1.8%	0.0%	·	i	0.7	5.7%	22.2%	·
O=C(CN(C(=O)CCC(=O)Nc1nccs1)c1ccccc1F)NCc1ccccc1	-0.5	73	i	47.6	1.5%	0.1%	·	i	5.4	-4.8%	7.8%	4.5%
O=C(CN(CCc1ccccc1)S(=O)(=O)c1ccc(Cl)cc1)N/N=C/c1ccc2c(c1)OCO2	7.9	56	i	48.7	2.2%	-0.1%	1.1	i	0.6	-31.0%	2.8%	-7.6%
CC(=O)Oc1ccc(C(=O)Nc2nnc(C)s2)cc1	1.3	79	i	24.8	2.5%	0.1%	1.1	i	2.2	-4.6%	0.4%	2.4%
CCOc1cc(-c2nc(-c3ccc(C)nc3OC)no2)cc(OCC)c1OCC	·	·	·	·	·	0.2%	1.1	i	2.7	-5.3%	21.2%	4.2%
